High-throughput results (PubChem)
GPR151 ag = human GPR151 activation. PathHunter beta-arrestin GPR151 cells, luminescence. activation, % at 11.2 µM. 1% of 650,000 active. AID 1508602; in the data active = activation above about 4.9%;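 note: 0% = median of compound wells and 100% = cells with positive control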
FBW7 activator = human FBW7 E3 ligase activation, primary screen | AlphaScreen FBW7–phospho-cyclin E peptide binding, activator screen | 0.13% of 650,000 active | normalized activity (activation), % at 26.1 µM; in the data active = normalized activity above about 1.9%;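 note: purified mutant Fbw7 with reduced substrate affinity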
Target sequence (Q969H0 whole entry, looked up): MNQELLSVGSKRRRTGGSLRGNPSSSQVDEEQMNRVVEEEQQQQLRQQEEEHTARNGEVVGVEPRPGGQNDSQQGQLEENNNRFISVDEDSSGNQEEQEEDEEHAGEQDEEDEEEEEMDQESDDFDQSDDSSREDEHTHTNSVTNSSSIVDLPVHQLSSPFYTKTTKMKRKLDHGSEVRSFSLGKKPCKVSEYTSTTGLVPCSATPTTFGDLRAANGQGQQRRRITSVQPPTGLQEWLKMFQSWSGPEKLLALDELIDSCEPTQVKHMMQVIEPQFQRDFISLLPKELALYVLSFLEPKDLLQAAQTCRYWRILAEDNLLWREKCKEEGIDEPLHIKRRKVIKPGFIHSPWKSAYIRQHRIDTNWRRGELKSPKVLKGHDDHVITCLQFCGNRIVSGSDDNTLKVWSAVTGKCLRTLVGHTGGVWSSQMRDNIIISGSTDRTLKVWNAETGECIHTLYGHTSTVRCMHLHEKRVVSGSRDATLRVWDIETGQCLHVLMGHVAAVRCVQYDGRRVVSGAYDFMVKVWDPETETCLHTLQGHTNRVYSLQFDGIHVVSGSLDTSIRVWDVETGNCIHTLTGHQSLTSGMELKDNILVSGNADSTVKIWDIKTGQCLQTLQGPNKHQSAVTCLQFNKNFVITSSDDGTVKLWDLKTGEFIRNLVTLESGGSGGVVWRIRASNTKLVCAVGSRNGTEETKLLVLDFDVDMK
TEAD-YAP block = TEAD-YAP interaction inhibition; 1.4% of 640,000 active; inhibition, % at 9.12 µM; HEK-TIYL cells, TEAD-Gal4/YAP UAS-luciferase luminescence; in the data active = inhibition above about 32%;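 note: 0% = median of test compound wells and 100% = reference inhibitor wells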
MITF inh = blocks human microphthalmia-associated transcription factor; O75030; AlphaScreen MITF homodimerization, bead proximity signal; inhibition, % at 2.6 µM; 0.91% of 650,000 active; AID 1259374; in the data active = inhibition above about 50%;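 note: 0% = vehicle wells with protein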
The depositor's hits bear a star.

mol	MITF inh	TEAD-YAP block	GPR151 ag	FBW7 activator
CCc1nc2sc(C(c3ccc(F)cc3)N3CCC(C)CC3)c(O)n2n1 (stereo not given)	17.2	1.2	0.7	0.0
COC(=O)c1ccccc1OC(=O)c1ccc2c(c1)C1C=CCC1C(C(=O)O)N2 (stereo not given)	68.3*	7.2	0.1	-0.5
Cc1ccc(NC(=O)C2CCCN(S(=O)(=O)c3ccc4c(c3)oc(=O)n4C)C2)cc1 (stereo not given)	-16.6	-5.5	0.2	0.0
CCCCCOC(=O)Cn1c(N2CCCCCC2)nc2c1c(=O)[nH]c(=O)n2C	-6.4	-0.6	0.6	-0.1
COc1ccc(Br)cc1CN(C)Cn1cnc2ccccc21	-2.6	2.8	0.8	0.0
Cc1cccc(Nc2ncccc2C(=O)NCc2cccs2)c1C	-3.4	-8.0	4.2	0.4
Cc1nonc1CC(=O)NCCn1nnn(-c2ccccc2)c1=O	-2.0	0.4	-0.5	-0.1
COc1ccc(/C=C2\N=C(c3ccccc3Cl)OC2=O)cc1OC	15.9	13.2	0.8	0.2
O=C1CCCC(=O)N1c1cccc(C(F)(F)F)c1	7.9	4.9	-1.0	-0.1
CC1CCCCC1OC(=O)NC(C)(C(F)(F)F)C(F)(F)F (stereo not given)	4.0	0.3	0.6	0.5
Cc1ccc(-c2nnc3ccc(SCC(=O)NCc4ccc5c(c4)OCO5)nn23)cc1	-3.2	-5.7	0.7	0.0
NS(=O)(=O)c1ccc(Cl)c([N+](=O)[O-])c1	9.1	2.6	0.7	0.0
COc1cc2nc(NCc3cccnc3)nc(Nc3ccc(N4CCOCC4)cc3)c2cc1OC	20.4	7.5	1.0	-0.3
NC(=O)c1cccc(-c2cnc(NCCCc3ccccc3)c3nccn23)c1	17.0	-76.7	2.6	0.0
OCc1cccc(-c2cnn3c(NCc4ccccn4)ccnc23)c1	23.3	77.5*	0.0	-1.2
O=C(NC1=NCCS1)c1cccc(F)c1	3.0	-31.8	2.9	-0.2
CCOC(=O)N1CC=C2C(C#N)=C(N)C(C#N)(C#N)C(c3ccc(OC(C)C)cc3)C2C1 (stereo not given)	10.2	11.5	-0.6	0.1
Cc1oc(-c2ccccc2)cc1C(=O)O	2.4	-7.0	-9.2	0.1
COc1ccc(C2CC(=O)C3=C(C2)Nc2ccccc2N(C(=O)CCC(=O)O)C3c2cccnc2)cc1 (stereo not given)	5.1	11.9	-1.1	-0.1
CC(C)CC(=O)Nc1nnc(SCc2cccc(F)c2)s1	2.5	9.6	-0.5	0.2
CC(=O)Nc1ccc(Nc2ncnc3nc(-c4csc5ccccc45)[nH]c23)cc1	9.8	8.7	0.4	0.1
Cc1noc(C)c1-c1cncc(C(=O)NCc2cccnc2)c1	10.4	-6.9	0.5	0.1
CCOc1cc(C2C(C(=O)N3CCOCC3)=C(C)NC3=C2C(=O)CC(C)(C)C3)cc(Br)c1OCC (stereo not given)	4.0	6.3	-0.1	-0.2
Cc1cc2c(cc3c(=O)n(CCO)nc(C)n32)o1	-3.9	-6.3	-1.0	-0.2
COc1cc(SC)ccc1C(=O)OCc1ccc(C#N)cc1	-4.1	-1.6	1.1	-0.1
CCOC(=O)c1ccccc1N1C(=O)C2C3C=CC(C3)C2C1=O (stereo not given)	5.0	0.7	0.0	0.0
COc1ccccc1-n1c(SCC(=O)NCCc2ccc(S(N)(=O)=O)cc2)nc2c(sc(=S)n2-c2ccccc2)c1=O	-3.1	-11.4	0.1	0.1
O=C(O)c1cccc(-n2ncc(Cl)c(Cl)c2=O)c1	3.9	-7.5	-1.3	0.0
COc1ccc(-n2nc(C(=O)NCc3cccnc3)c3ccccc3c2=O)cc1	-6.5	3.3	0.2	0.0
CCOc1ccccc1N1CCN(S(=O)(=O)c2ccc(Cl)cc2)CC1	-18.4	5.3	-0.7	0.0
Cc1cccc2nc(CSc3nnc(-c4ccccc4)c(-c4ccccc4)n3)cc(=O)n12	-0.1	-0.6	-0.1	0.0
NC(=O)c1cc[n+](CC2=C(C(=O)O)N3C(=O)C(NC(=O)C(c4ccccc4)S(=O)(=O)O)C3SC2)cc1 (stereo not given)	18.8	0.2	-1.2	0.7
O=C(NC(Cc1ccccc1)C(=O)O)/C(=C\C=C\c1ccccc1)NC(=O)c1cccc(Br)c1 (stereo not given)	5.6	-0.2	0.4	0.1
CC1(C)CC(=O)C2=C(C1)Nc1ccc3ncccc3c1C2c1cccc(Cl)c1Cl (stereo not given)	2.2	2.9	1.5	0.1
C[C@@H]1CN(Cc2ccc3c(c2)CN(C(=O)CCc2cccnc2)CCO3)C[C@H](C)O1	7.7	-6.8	2.1	0.3
CCN(CC)C(=O)C1CCCN(Cc2ccc([N+](=O)[O-])o2)C1 (stereo not given)	56.4*	13.7	0.9	0.5
Cn1c(=O)[nH]c(=O)c2c1nc(NCCCO)n2Cc1cccc2ccccc12	2.0	-2.8	1.1	-0.2
CCC(C)NC(=O)c1ccccc1NC(=O)Nc1ccccc1 (stereo not given)	17.2	8.7	2.1	0.3
Cn1c2c(c(=O)n(C)c1=O)C(c1ccsc1)C1=C(N2)c2ccccc2C1=O (stereo not given)	14.0	5.0	1.2	-0.1
OC1CSc2sc(=S)sc2SC1	-1.2	-10.8	0.0	0.0
O=C(N1CCOCC1)N1CCCC(c2nc(-c3cccs3)no2)C1 (stereo not given)	17.4	0.2	-0.3	0.9
OCCn1c(CSc2nc3ccccc3n2CCO)nc2ccccc21	-0.6	-4.7	-0.1	-0.1
O=C1CSC(c2ccc(Br)cc2)N1c1ccc(Cl)cn1 (stereo not given)	-2.6	-9.5	2.9	-0.2
COC(=O)C(C)Oc1nc(C)c(Br)c(OC)n1 (stereo not given)	7.6	8.6	0.9	-0.4
O=C(O)CNC(=O)C1CCCN1C(=O)CNC(=O)OCc1ccccc1 (stereo not given)	-2.4	-6.9	1.5	0.1
COc1cc(C2C3C(C)N(C)C(=O)N(C)C3N(C)C(=O)N2C)ccc1O (stereo not given)	6.3	6.9	1.1	0.3
COc1ccc(Cl)cc1C(=O)N(C)Cc1ccccc1	4.8	-6.3	1.1	-0.1
CCN(CC)c1ccc(C(=O)N2CCCCC2)cc1	4.1	-16.8	-1.1	0.0

Only GPR151 ag and TEAD-YAP block, for some of the entries so far:
smiles | GPR151 ag | TEAD-YAP block
O=C(O)CNC(=O)C1CCCN1C(=O)CNC(=O)OCc1ccccc1 (stereo not given) | 1.5 | -6.9
COc1cc(C2C3C(C)N(C)C(=O)N(C)C3N(C)C(=O)N2C)ccc1O (stereo not given) | 1.1 | 6.9
COc1ccc(Cl)cc1C(=O)N(C)Cc1ccccc1 | 1.1 | -6.3

Other compounds follow.
mol	MITF inh	TEAD-YAP block	GPR151 ag	FBW7 activator
CC(C)CNC(=O)C(=O)N/N=C/c1cccc(Br)c1	8.7	6.9	-1.3	0.0
COCC(C)n1c(C)cc(C(=O)CSc2nnc(Nc3ccc(C)cc3)s2)c1C (stereo not given)	1.0	-4.5	-0.6	-0.1
CCOc1cc(C#N)cc(Cl)c1OC(C)=O	21.2	0.3	-0.3	-0.1
COCC(C)NC(=O)C1=CC(c2ccc(C)cc2)=NS(=O)(=O)N1C (stereo not given)	-3.6	1.5	3.8	-0.2
CCN(CC)S(=O)(=O)c1ccc(C(=O)Nc2ccc3c(c2)OC(C)(C)O3)cc1	6.4	8.9	0.9	-0.1
NC(=O)COC(=O)CC(c1ccccc1)c1ccccc1	4.6	2.5	-0.9	0.0
O=C(OCc1cccc2ccccc12)c1ccc(S(=O)(=O)NCc2ccco2)cc1	12.3	-7.4	-0.3	0.5
COc1cccc(CNn2c(-c3ccc(Br)cc3)nc3ccccc3c2=O)c1O	-6.6	8.2	2.1	0.2
Nc1nc2sc3c(c2c(=O)s1)CCCC3	11.9	-79.2	-1.5	0.2
Cc1ncccc1-c1ncn(-c2ccc(Nc3nccc(-c4cc(F)cc(N5CCOCC5)c4)n3)cc2)n1	-0.8	-3.6	1.5	0.0
COc1cccc(C2c3c(oc4ccccc4c3=O)C(=O)N2Cc2ccccc2)c1 (stereo not given)	7.6	2.2	-0.2	1.0
COc1ccc(/C(O)=C2/C(=O)C(=O)N(Cc3ccncc3)C2c2ccc(OC)c(OC)c2)cc1 (stereo not given)	2.2	-4.9	-0.2	-0.1
Cc1cc(C)n2nc(C(=O)Nc3ccc4nc(C)sc4c3)nc2n1	-4.6	-6.6	-0.5	-0.2
Cc1ccc(-c2ccccc2NS(=O)(=O)c2ccc(-n3cnnn3)c(C)c2)o1	-2.3	-3.5	0.5	-0.1
CC(C)n1cnc2c(NCCc3ccc(O)cc3)nc(Nc3ncccn3)nc21	8.2	15.1	0.3	0.8
Cc1ccc(-n2nc3c(c2NC(=O)c2ccccc2C(F)(F)F)CS(=O)(=O)C3)c(C)c1	4.2	11.3	0.7	0.0
Cn1c(-c2ccccc2Cl)nn(C2CC(=O)C3OCC2O3)c1=S (stereo not given)	4.6	-1.5	0.2	0.0
CCC(Sc1nnc2c3ccccc3n(CC)c2n1)C(=O)Nc1sc2c(c1C#N)CCCC2 (stereo not given)	-7.7	-2.7	1.3	0.0
COc1ccc(Nc2cc(N3CC(C)CC(C)C3)c3noc4c3c2C(=O)c2ccccc2-4)cc1 (stereo not given)	5.0	0.3	-0.2	-0.1
CCc1nc(CN2CCN(Cc3ccsc3)C(CCO)C2)c(C)[nH]1 (stereo not given)	13.4	0.2	-0.8	0.4
C=CCNS(=O)(=O)c1ccc(NC(=O)CC)cc1	-0.7	-2.8	0.6	-0.1
Cc1cc2c(o1)c1cnn(CC(=O)OC(C)C)c(=O)c1n2C	-0.6	-55.3	-0.7	0.1
NC(=O)c1csc(N2CCN(c3ccccn3)CC2)n1	1.1	-3.9	0.1	-0.1
CCCCOc1ccccc1C1C(C(=O)OC)=C(C)Nc2nnnn21 (stereo not given)	0.9	8.7	-0.8	0.0
Cc1cc(C)cc(N(CC(=O)NC(C)(C)C)C(=O)CCC(=O)Nc2ccccn2)c1	20.5	9.3	1.4	0.1
COc1ccccc1OCCN1C(=O)C2(OCCCO2)c2ccccc21	-11.8	5.8	-1.3	0.0
COc1ccccc1NC(=O)C1CCCN(S(=O)(=O)c2cccc3cccnc23)C1 (stereo not given)	2.4	-6.2	0.8	0.0
O=C(COC(=O)CCc1nc2ccccc2c(=O)[nH]1)Nc1ccc(Cl)cc1[N+](=O)[O-]	8.0	16.2	-0.5	-0.1
CC1CCCC(C)N1C(=O)c1cc(-c2ccc(Br)cc2)nc2ccccc12 (stereo not given)	11.0	2.9	-0.7	0.1
COC(=O)C12CC3CC(C1)CC(n1cnc([N+](=O)[O-])n1)(C3)C2	-16.8	6.3	1.0	0.1
COCCN1C=C(C(=O)OC)C(c2cccc([N+](=O)[O-])c2)C(C(=O)OC)=C1	8.9	-7.1	1.5	0.0
CCN(CC)CCNS(=O)(=O)c1cc2c(cc1C)NC(=O)CO2	18.4	1.2	0.4	-0.4
CCS(=O)(=O)c1ccc2nc(SCc3ccc([N+](=O)[O-])cc3)oc2c1	-6.0	-2.1	-0.5	-0.1
O=C(c1cc(S(=O)(=O)N2CCOCC2)ccc1Cl)N1CCCc2ccccc21	-2.4	16.8	0.3	-0.2
COc1ccc(N(C(=O)Cn2nnnc2N)C2(C(=O)Nc3ccccc3C)CCCCC2)cc1	14.8	-0.5	-0.6	0.2
O=S(=O)(CCOc1nc2cc(Cl)ccc2cc1CNC1CCOC1)c1ccccc1 (stereo not given)	13.6	1.2	6.8*	-0.2
O=C(c1ccccc1)N1CCN(c2ccc3nnc(-c4ccccc4)n3n2)CC1	13.1	26.8	2.0	0.3
CCOC(=O)c1ccc(NC(=O)CCN2C(=O)c3cccc4cccc(c34)C2=O)cc1	-1.1	-3.0	0.6	-0.1
O=C(Nc1nc2ccccc2s1)c1cccnc1	3.6	-27.7	-8.2	0.1
Cc1cc(C(=O)CSc2nc3ccccc3c(=O)n2CCO)c(C)n1C(C)C	17.1	3.3	0.4	0.1
COc1nc(N)c(C#N)c(-c2ccccc2F)c1C#N	-3.8	-29.8	0.0	0.1
CCOc1ccc(/C=C2\SC(=S)N(CCOC)C2=O)c(OCC)c1	11.3	-0.1	1.0	0.2
N#Cc1ccccc1NC(=O)CSc1ncn(N)n1	-2.2	4.3	2.2	0.1
CCOC(=O)C1C(c2ccc(Cl)cc2)NC(=S)NC1(O)C(F)(F)F (stereo not given)	6.6	2.4	-1.0	0.0
Cc1cccc(C(=O)Nc2nc3ccc(S(C)(=O)=O)cc3s2)c1[N+](=O)[O-]	10.7	-0.5	0.6	0.0
CCCc1cc(=O)[nH]c2nnc(SCC(=O)OCC)n12	14.0	-5.9	-1.6	1.2
COc1ccc(C2/C(=C(/O)c3ccccc3)C(=O)C(=O)N2CCN(C)C)cc1 (stereo not given)	7.1	0.9	-0.5	0.8
O=C1CC(c2ccccc2)SC(c2ccccc2)C1 (stereo not given)	-15.2	4.1	-1.1	0.0
Cc1ccnc(NC(=S)Nc2cccc([N+](=O)[O-])c2)c1	-5.3	-33.4	1.2	-0.2
COc1ccc(CCNC(=O)c2cc(-c3cccc(O)c3)on2)cc1OC	9.0	-6.4	0.4	0.0
COc1ccc([N+](=O)[O-])cc1NC(=O)c1cc2cc(Br)ccc2oc1=O	-4.8	-9.0	-1.8	0.9
